Statin myotox sup – suppressors of statin myotoxicity in C2C12 myotubes, primary screen, cell-based, single point, plate reader | C2C12 myotubes + simvastatin, ATP luminescence, 48 h; scaled: DMSO 0, geranylgeraniol control 100 | rescue of ATP level, % at 7.49 µM | actives 0.78% (n = 330,000) | AID 602340, 2012;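 active = mean ATP rescue above about 67%, or every replicate alone reaching that limit, limit read from the data, passing the limit was not always enough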;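 note: myotubes were challenged with 10 µM simvastatin during compound exposure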
Active calls of the source: *.

SMILES	Statin myotox sup
O=C(c1ccc(F)cc1)N1CCCCC(S(=O)(=O)c2ccccc2)C1=O (stereo unspecified)	-1
CC1Cc2ccccc2N1C(=O)CSc1nnc2n1C(C)(C)Cc1ccccc1-2 (stereo unspecified)	7
COc1ccc(C(=O)/C=C\N2CCOCC2)cc1	60
CCc1nc2c(sc3nc4c(cc32)COC(C)(C)C4)c(=O)n1Cc1ccco1	-1
O=C(CSCc1ccccc1)NC1CCSC1=O (stereo unspecified)	6
COc1cccc(CNC(=O)CSCc2cnn(-c3ccccc3)c2-n2cccc2)c1	16
CC(C)c1ccc(CNCc2ccccc2)cc1	7
COc1ccc(N=C2SC(C(=O)O)CC(=O)N2C)cc1 (stereo unspecified)	2

Continued.
SMILES	Statin myotox sup
CCN(CC)C(=S)Nc1ccc(OC)cc1	3
COc1ccc(OC)c(-n2c(SCC(C)=O)nnc2-c2cccc(S(=O)(=O)N(C)C)c2)c1	-4
Cc1ccccc1-c1nnc2c3ccccc3c(C)nn12	22
O=C(O)CCCNC1=NCCC1	-2
N#CC1=C(N)N(c2ccc(Oc3ccccc3)cc2)C(=O)C1	6
COc1ccc(NS(=O)(=O)c2cc(NC(=O)c3ccco3)ccc2N2CCCCC2)cc1	24
COCCCNC(=O)CCc1nc2cccnc2n1Cc1ccc(OC)cc1	4
C/C(=N\NC(=O)C(C)Oc1ccc([N+](=O)[O-])cc1)c1ccccn1 (stereo unspecified)	-6

Remaining list, next part
SMILES	Statin myotox sup
CCc1c(C)sc(NC(=O)c2cccs2)c1C(=O)OC(C)C	0
CC(C)OCCCNC(=O)c1cccs1	-10
CCN(CC)c1ccc(NC(=O)/C=C/c2cc(Br)ccc2OC)cc1	-74
CS(=O)(=O)N(CC(=O)O)c1cc(Cl)cc(Cl)c1	0
O=C(CCCOc1ccccc1)Nc1ccccc1C(F)(F)F	-2
COC(=O)C1=C(N)Oc2cc(C)n(CC3CCCO3)c(=O)c2C1c1ccc(Cl)cc1 (stereo unspecified)	24
COc1cccc(NC(=O)C(NC2CCCC2)c2ccccc2)c1 (stereo unspecified)	2
C=CCNC(=O)NC(=O)COC(=O)/C(C#N)=C/c1cc(C)n(CCC(C)C)c1C	1

Next part
SMILES	Statin myotox sup
CNC[C@H]1Oc2ncc(C3=CCCCC3)cc2C(=O)N([C@@H](C)CO)C[C@H]1C	4
Cc1n(CC(O)COC2CCCCC2)c2ccccc2[n+]1C (stereo unspecified)	13
N#CCc1ccc(NC(=O)Nc2cccc(Cl)c2)cc1	-19
CC1(C)CC(=O)C2=C(C1)NC(=O)CC2c1cc2c(cc1Br)OCO2 (stereo unspecified)	5
COc1ccc(C(=O)c2sc3nc(-c4ccccc4)ccc3c2N)cc1	-20
COc1ccc(NC(=O)NC2CCN(C(C)C)CC2)c(OC)c1	-9
Cc1ccc(Oc2ccc(NC(=O)Cn3ccsc3=N)cc2)cc1	-20
Cc1ccc(S(=O)(=O)NCCCCCC(=O)NC(C)(C)CO)cc1	-7

The closing 3 entries of the part before open the next one.
SMILES	Statin myotox sup
COc1ccc(NC(=O)NC2CCN(C(C)C)CC2)c(OC)c1	-9
Cc1ccc(Oc2ccc(NC(=O)Cn3ccsc3=N)cc2)cc1	-20
Cc1ccc(S(=O)(=O)NCCCCCC(=O)NC(C)(C)CO)cc1	-7
O=C(Nc1ccccc1C(=O)NC1CCCCC1)c1ccco1	3
Cn1cccc1CNC(=O)Nc1ccc(Cl)c(Cl)c1	-7
CCOC(=O)C1(CC)NC(c2ccco2)C2C(=O)N(c3ccc(C)cc3)C(=O)C21 (stereo unspecified)	5
COC(=O)N/N=C/c1c(C)cc(C)cc1C	2
O=C(Nc1cnn(Cc2c(Cl)cccc2Cl)c1)c1ccc([N+](=O)[O-])cc1	-33
CC(C)C(c1nnnn1C1CCCC1)N1CCCCC1 (stereo unspecified)	-8
COc1ccc(-c2nc(SCc3ccccc3)n(S(C)(=O)=O)n2)cc1	0
CCOC(=O)CSc1nc2c(c(=O)[nH]c(=O)n2C)n1CCCc1ccccc1	0

(listing goes on)
SMILES	Statin myotox sup
CN(c1ccc(OCC(=O)N2CCCCC2)cc1)S(=O)(=O)c1cccs1	6
C(=C\c1ccccc1)/CSc1nnc(-c2ccccc2)n1Cc1ccco1	-67
CCCNC(=O)Cc1c(O)c2ccccc2[nH]c1=O	108*
CC1Cc2cc(C3(O)C(=O)c4ccccc4C3=O)ccc2N1 (stereo unspecified)	9
Cc1ccc(S(=O)(=O)N2CCCCC2)cc1C(=O)Nc1ccc2cn[nH]c2c1	10
COc1ccccc1-c1nnc(SCC(=O)OC(C)C)o1	-1
O=C1C2CC=C(Cl)CC2C(=O)N1CNc1ccccn1 (stereo unspecified)	28
CNC(=O)c1cc(C)c(-c2ccccc2)s1	-4

Additional results follow.
SMILES	Statin myotox sup
CN1/C(=C\C=C(/C#N)C(=O)Nc2ccccc2F)C(C)(C)c2ccccc21	1
CSc1cccc(NC(=O)CN(C2CCCCC2)S(C)(=O)=O)c1	2
CC1(C)Cc2c(sc3nc(SCC(=O)NCc4ccco4)n(-c4ccccc4)c(=O)c23)CS1	-8
O=C(Nc1ccc(S(=O)(=O)N2CCc3ccccc3C2)cc1)c1ccccc1	4
CCn1c(SCC(=O)Nc2nccs2)nnc1-c1cc2cccc(OC)c2o1	-2
O=C(Cn1ccc2ccccc2c1=O)Nc1ccc2c(c1)OCO2	15
Cc1cc(N(CC(=O)O)S(C)(=O)=O)ccc1Br	4
CC(C)(C)c1cc(NCCCn2ccnc2)n2ncc(-c3ccc(Cl)cc3)c2n1	-16

By substructure: those above with an NH in an aromatic ring
SMILES	Statin myotox sup
CCOC(=O)CSc1nc2c(c(=O)[nH]c(=O)n2C)n1CCCc1ccccc1	0
CCCNC(=O)Cc1c(O)c2ccccc2[nH]c1=O	108*
Cc1ccc(S(=O)(=O)N2CCCCC2)cc1C(=O)Nc1ccc2cn[nH]c2c1	10

Next section
SMILES	Statin myotox sup
Cc1ccccc1NC(=O)c1cc(=O)c2ccccc2o1	14
Cc1ccc(NCc2nnc(SCC(=O)c3ccccc3)n2Cc2ccco2)c(C)c1	12
C=CCn1c(-c2cccc(Cl)c2)n[nH]c1=S	1
COc1ccc(NC(=S)N2CCN(C(=O)c3ccco3)CC2)c(OC)c1	-7
CCCN1C(=O)C(Cc2nc3ccccc3c(=O)n2-c2ccccc2)c2ccccc21 (stereo unspecified)	4
CC(C)c1ccc(NC(=O)COc2ccc(S(=O)(=O)N3CCOCC3)cc2)cc1	4
Cc1cc(C)nc(N2CCC(C(=O)NCc3ccccc3)CC2)n1	-3
O=C(CSc1ncccn1)NCc1ccccc1Cl	21

Filtered by structure, those above containing a COOH group.
SMILES	Statin myotox sup
COc1ccc(N=C2SC(C(=O)O)CC(=O)N2C)cc1 (stereo unspecified)	2
O=C(O)CCCNC1=NCCC1	-2
CS(=O)(=O)N(CC(=O)O)c1cc(Cl)cc(Cl)c1	0
Cc1cc(N(CC(=O)O)S(C)(=O)=O)ccc1Br	4

The list continues.
SMILES	Statin myotox sup
CCOC(=O)c1cnn(-c2nc(CC)nc3sc4c(c23)CCC4)c1N	1
CSC(=NNC(=O)c1ccccc1O)SC	0
O=P(O)(c1ccccc1)c1ccccc1O	22
O=C(NCC(c1cccnc1)N1CCN(c2ccc(F)cc2)CC1)OCc1ccccc1 (stereo unspecified)	3
C/C(CC1CC(C)(C)OC1=O)=N/Nc1nc(-c2ccccc2)cs1 (stereo unspecified)	-3
O=C(Nc1nnc(-c2ccccc2Cl)o1)c1cccnc1	43
CCOc1ccc(-c2nnc3sc(COc4ccccc4)nn23)cc1	1
COCCCNC(=O)c1cc(C)nc2ccc(F)cc12	4

Next part:
SMILES	Statin myotox sup
O=[N+]([O-])c1cc(C(F)(F)F)ccc1NCCc1c[nH]c2ccccc12	5
COC1(OC)N=C(N)C2(C#N)C(c3cccc(Oc4ccccc4)c3)C12C#N (stereo unspecified)	-7
NS(=O)(=O)c1ccc(CNC(=O)C2CCCCC2)cc1	6
Cc1cccnc1NC(=O)C12CCC(C)(C(=O)O1)C2(C)C (stereo unspecified)	2
O=C1c2ccccc2C(=O)N1Cc1nc(-c2ccccc2)no1	61
CC1CCc2c(sc(N)c2C(=O)OC(C)C)C1 (stereo unspecified)	-10
CCCOC(=O)CSc1nnc(-c2ccc(Cl)cc2Cl)o1	-2
Cc1cc(C(F)F)n2nc(C(=O)O)nc2n1	-1

Some of the entries so far, as labelled records.
Cc1ccccc1-c1nnc2c3ccccc3c(C)nn12
  Statin myotox sup: 22
O=C(O)CCCNC1=NCCC1
  Statin myotox sup: -2
N#CC1=C(N)N(c2ccc(Oc3ccccc3)cc2)C(=O)C1
  Statin myotox sup: 6

More entries:
SMILES	Statin myotox sup
O=C(NCCCN1CCCC1=O)c1cccc(C(F)(F)F)c1	29
Cc1sc(NC(=O)/C=C/c2ccc(C(C)C)cc2)c(C#N)c1C	-15
CCC(=O)Nc1ccc(/C(C)=N\NC(=O)c2ccc(C)s2)cc1	-35
COC(=O)C1=C(C(C)=O)C(c2ccc(C(=O)OC)cc2)n2nnnc2N1 (stereo unspecified)	4
CC(C)COc1cccc(C(=O)NC(=S)Nc2cccc(NC(=O)c3ccccc3Cl)c2)c1	4
Cc1ccc(CNC(=O)C(NS(=O)(=O)c2cccs2)C(C)C)cc1 (stereo unspecified)	0
CCOC(=O)c1ccc(NC(=O)CN(Cc2ccc(Cl)cc2)S(C)(=O)=O)cc1	29
CCCCCOC(=O)C1=C(C)Nc2nnnn2C1c1ccccc1Cl (stereo unspecified)	-8

(list continues)
SMILES	Statin myotox sup
N#Cc1nc(Cc2cccc3ccccc23)oc1NCc1ccc(F)cc1	23
CCCCn1c2nc3ccccc3nc2c2c(=O)n(CCC(C)C)cnc21	-13
OCCCN=c1cc(-c2ccccc2)oc2ccc(Cl)cc12	44
Cc1nn(C(C)C(=O)O)c2ccccc12 (stereo unspecified)	12
NC(=O)NC(c1ccccc1)c1ccccc1F (stereo unspecified)	-64
Cc1ccc(CNC(=O)c2sccc2-n2cccc2)cc1	17
O=S(=O)(NCc1ccc2c(c1)OCO2)c1ccc2oc3ccccc3c2c1	49
CCn1c(COc2ccccc2OC)nnc1SCC#N	18

The list continues.
compound	Statin myotox sup
CC(=O)Nc1ccc(NC(=O)C(C)O/N=C/c2cccc([N+](=O)[O-])c2)cc1 (stereo unspecified)	-6
COc1cccc(C2CC(C(F)(F)F)n3ncc(C(=O)NCc4ccco4)c3N2)c1 (stereo unspecified)	-10
COc1ccc(C(=O)NNC2CC(=O)N(Cc3ccccc3)C2=O)cc1OC (stereo unspecified)	-13
CCc1cccc(NC(=O)CCCSc2nc3ccccc3[nH]2)c1	12
CCOC(=O)Cn1nc(-c2ccc(C)cc2)ccc1=O	-7
Cc1ccc(NC(=O)CCNS(=O)(=O)c2ccc3c(c2)oc(=O)n3C)cc1C	-41
CC(C)(C)C1=Nn2c(nnc2-c2ccccn2)SC1	4
C[C@H](NS(=O)(=O)c1ccccc1F)C(=O)OCC(=O)N1CCc2ccccc21	-5
C=CCn1c(N)c(C(=O)Nc2ccc(C)c(C)c2)c2nc3ccccc3nc21	-23
CCC(C)(C)NC(=O)C(c1ccncc1)N(Cc1cccs1)C(=O)Cn1nnc2ccccc21 (stereo unspecified)	-11
CCCOc1cc(C)c(S(=O)(=O)NC2CC(C)(C)NC(C)(C)C2)cc1C	-5
O=C(COC(=O)Cc1ccsc1)NC1CCCCCC1	-1
COC(=O)c1c(NC(=O)c2ccco2)sc(C(=O)N(C)C)c1C	1
CCC(CC)NC(=O)c1cc2c(C)nn(Cc3ccccc3Cl)c2s1	11
CCOc1cc(NC(=S)NCC2CCCO2)c(OCC)cc1NC(=O)c1ccc(C)cc1 (stereo unspecified)	3
CCc1c(C)nc2cc(-c3ccc(OC)c(OC)c3)nn2c1N1CCC(C)CC1	12
CC(=O)N=c1sc2ccccc2n1C	-12
CCCS(=O)(=O)N1CCN(Cc2ccccc2C(F)(F)F)CC1	4
O=C(Nc1ccccc1)C1C2CCC3C(CCC21)C3(Cl)Cl (stereo unspecified)	-7
Cn1c(=O)[nH]c(=O)c2c1nc(N1CCCCCC1)n2Cc1cccc2ccccc12	28
O=C(NCc1ccco1)c1cc2sccc2n1Cc1ccc(F)cc1	160*
COc1ccc(Cn2c(SCc3ccccc3C)nc3cc(OC)c(OC)cc3c2=N)cc1	-59
CN1/C(=C\C(=O)c2ccco2)c2ccccc2CC1(C)C	4
COc1cc(NC(=O)C2CCCCC2)c(OC)cc1NC(=O)c1ccco1	-26
COC(=O)c1ccc2c(c1)C(=O)N(C1CCCCC1)C2=O	-9

Next records
compound	Statin myotox sup
N#Cc1c(/N=C/c2cccs2)sc2c1CCCCC2	12
COc1ccc(S(=O)(=O)Nc2cccc(N(C)S(C)(=O)=O)c2)cc1C	-10
COCCn1c(=S)[nH]c2cc(C(=O)N3CCc4ccccc43)ccc2c1=O	-38
C=CCn1c(=O)c(C#N)cc2c(=O)n3ccccc3nc21	-1
CC(Sc1nc(-c2ccccc2)cc(C(F)(F)F)n1)C(=O)Nc1sc2c(c1C(N)=O)CCC2 (stereo unspecified)	1
CC1(C)NC(=O)N(CCCOc2ccc(Br)cc2Cl)C1=O	-92
CNC[C@H]1Oc2ccc(NS(=O)(=O)c3ccc(F)cc3)cc2C(=O)N([C@H](C)CO)C[C@H]1C	-12
O=C(CCCC(=O)N1CCN(c2ccccc2F)CC1)N1CCN(c2ccccc2F)CC1	7
COC(=O)C1CCN(c2cc(=O)n(C3CCCCC3)c(=O)[nH]2)CC1	2
CCOc1ccc(C(=O)Nc2ccc(N3CCCC3)cc2)cc1	-1
Cc1cc(NC(=O)Cc2cn3ccsc3n2)n(-c2ccccc2)n1	-9
COc1cc(C(=S)N2CCCC2)cc(OC)c1O	-16
CCC(c1nnnn1C1CCCC1)N1CCN(c2ccccc2F)CC1 (stereo unspecified)	124*
O=c1ccc(NS(=O)(=O)c2ccccc2)cn1Cc1ccc(Cl)c(Cl)c1	8
COCCn1c(=NC(=O)CSC(C)=O)sc2cc(F)ccc21	17
CC(C)OC(=O)c1nn2c(C(F)(F)F)cc(-c3ccco3)nc2c1Cl	3
O=C(Nc1ccn(Cc2ccccc2F)n1)c1ccc(COc2ccc(Br)cc2)cc1	31

This is a subset; the hit share may differ from the screen's.
